TWEAK Fn14 block – inhibitors of TWEAK-Fn14 interaction signaling; TWEAK-stimulated Fn14 reporter cells, luciferase luminescence, 8 h; inhibition, % at 10 µM; 360,000 compounds, 2% hits; AID 1159606; in the data active = inhibition above about 50%
TLR9-MyD88 inh – blocks human TLR9 binding to MyD88; AID 504734; inhibition, % at 4.98 µM; 340,000 compounds, 0.21% hits; CHO BLA complementation TLR9-MyD88, CCF4 FRET ratio;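 active = inhibition above the mean over all tested compounds plus 3 SD, cut at about 21% in these data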;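 note: 0% = DMSO only wells and 100% = clavulanate BLA inhibitor control wells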
TROY NFkB inh – blocks TROY-dependent signaling in reporter cells; AID 1347056; 360,000 compounds, 0.98% hits; Q293 LMP1-TROYcd NF-kB luciferase reporter, 4 h; inhibition, % at 10 µM;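 active = compounds whose plate-normalised and pattern-corrected inhibition of the luciferase reporter signal at the single screening dose is 50% or more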
SRC1 inh – human NCOA1 inhibition; inhibition, % at 3.6 µM; 360,000 compounds, 0.12% hits; AID 588354; HEK293 GAL4-SRC1 luciferase reporter, luminescence; Q15788;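 active = inhibition above the campaign mean plus 3 SD, with each screening campaign given its own cutoff, cut at about 60% in these data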;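 note: 0% = DMSO treated cells and 100% = gossypol at 36 µM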
LRH-1 inv ag – NR5A2 inverse agonism in reporter assay; 360,000 compounds, 0.13% hits; O00482; inhibition, % at 3.6 µM; HEK293T StAR-luciferase reporter, LRH-1 transfected, 24 h; AID 602396;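 active = inhibition above the mean inhibition of all tested compounds plus 3 SD, cut at about 73% in these data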;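 note: 0% = DMSO wells and 100% = reporter-only cells lacking LRH-1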
NOD2 RIPK2 PPI – blocks binding of human NOD2 to RIPK2. O43353. CHO BLA complementation NOD2-RIPK2, CCF4 ratio. inhibition, % at 4.98 µM. 360,000 compounds, 0.38% hits; in the data active = inhibition above about 21%;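 note: 0% = vehicle only and 100% = reference blocker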
ABHD5 PLIN5 PPI – inhibitors of human ABHD5-perilipin-5 interaction. inhibition, % at 4 µM. 360,000 compounds, 0.78% hits. Q00G26+Q8WTS1. Split G. princeps luciferase complementation, luminescence, 4 h;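 active = inhibition above the mean inhibition across every tested compound plus 3 SD, cut at about 22% in these data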;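 note: 0% = DMSO only wells and the 100% control is not disclosed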
Exocytosis inh – blocks lytic granule exocytosis; TALL-104 LAMP-1 surface exposure, flow cytometry; cells stimulated with thapsigargin and PMA; inhibition, % at 10 µM; 360,000 compounds, 0.66% hits;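 active = inhibition above about 55%, limit read from the data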
NCOA2 inhibitor – human SRC2 (NCOA2) inhibition | AID 651957 | 370,000 compounds, 0.17% hits | HEK293 GAL4-SRC2 luciferase reporter, luminescence | Q15596 | inhibition, % at 9 µM;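 active = inhibition above the mean inhibition of all tested compounds plus 3 SD, set per campaign, cut at about 52% in these data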;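 note: 0% = DMSO treated cells and 100% = cells given Gossypol at 36 µM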
NR2F2 inh – NR2F2 (human) inhibition, primary screen | HEK293T NGFI-A luciferase reporter, luminescence | P24468 | 370,000 compounds, 0.7% hits | inhibition, % at 8.6 µM;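 active = inhibition above a per-plate cutoff, mean inhibition of test wells between control levels plus 3 SD, cut at about 38% in these data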;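 note: cells cotransfected with COUP-TFII expression vector driving the NGFI-A reporter; 0% = median of COUP-TF2 test wells and 100% = reporter-only cells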
SRC3 inh – inhibitors of human steroid receptor coactivator 3 (SRC3); Q9Y6Q9; inhibition, % at 3.6 µM; AID 588352; 360,000 compounds, 0.17% hits; HEK293 GAL4-SRC3 luciferase reporter, luminescence;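 active = inhibition above a per-campaign cutoff, the mean of all compounds plus 3 SD, cut at about 60% in these data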;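 note: 0% = DMSO-treated cells and 100% = gossypol-treated cells at 36 µM; higher means less SRC3-driven luciferase light from the GAL4 reporter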
Target sequence (Q9Y6Q9 whole entry, looked up, the tested form may be a part): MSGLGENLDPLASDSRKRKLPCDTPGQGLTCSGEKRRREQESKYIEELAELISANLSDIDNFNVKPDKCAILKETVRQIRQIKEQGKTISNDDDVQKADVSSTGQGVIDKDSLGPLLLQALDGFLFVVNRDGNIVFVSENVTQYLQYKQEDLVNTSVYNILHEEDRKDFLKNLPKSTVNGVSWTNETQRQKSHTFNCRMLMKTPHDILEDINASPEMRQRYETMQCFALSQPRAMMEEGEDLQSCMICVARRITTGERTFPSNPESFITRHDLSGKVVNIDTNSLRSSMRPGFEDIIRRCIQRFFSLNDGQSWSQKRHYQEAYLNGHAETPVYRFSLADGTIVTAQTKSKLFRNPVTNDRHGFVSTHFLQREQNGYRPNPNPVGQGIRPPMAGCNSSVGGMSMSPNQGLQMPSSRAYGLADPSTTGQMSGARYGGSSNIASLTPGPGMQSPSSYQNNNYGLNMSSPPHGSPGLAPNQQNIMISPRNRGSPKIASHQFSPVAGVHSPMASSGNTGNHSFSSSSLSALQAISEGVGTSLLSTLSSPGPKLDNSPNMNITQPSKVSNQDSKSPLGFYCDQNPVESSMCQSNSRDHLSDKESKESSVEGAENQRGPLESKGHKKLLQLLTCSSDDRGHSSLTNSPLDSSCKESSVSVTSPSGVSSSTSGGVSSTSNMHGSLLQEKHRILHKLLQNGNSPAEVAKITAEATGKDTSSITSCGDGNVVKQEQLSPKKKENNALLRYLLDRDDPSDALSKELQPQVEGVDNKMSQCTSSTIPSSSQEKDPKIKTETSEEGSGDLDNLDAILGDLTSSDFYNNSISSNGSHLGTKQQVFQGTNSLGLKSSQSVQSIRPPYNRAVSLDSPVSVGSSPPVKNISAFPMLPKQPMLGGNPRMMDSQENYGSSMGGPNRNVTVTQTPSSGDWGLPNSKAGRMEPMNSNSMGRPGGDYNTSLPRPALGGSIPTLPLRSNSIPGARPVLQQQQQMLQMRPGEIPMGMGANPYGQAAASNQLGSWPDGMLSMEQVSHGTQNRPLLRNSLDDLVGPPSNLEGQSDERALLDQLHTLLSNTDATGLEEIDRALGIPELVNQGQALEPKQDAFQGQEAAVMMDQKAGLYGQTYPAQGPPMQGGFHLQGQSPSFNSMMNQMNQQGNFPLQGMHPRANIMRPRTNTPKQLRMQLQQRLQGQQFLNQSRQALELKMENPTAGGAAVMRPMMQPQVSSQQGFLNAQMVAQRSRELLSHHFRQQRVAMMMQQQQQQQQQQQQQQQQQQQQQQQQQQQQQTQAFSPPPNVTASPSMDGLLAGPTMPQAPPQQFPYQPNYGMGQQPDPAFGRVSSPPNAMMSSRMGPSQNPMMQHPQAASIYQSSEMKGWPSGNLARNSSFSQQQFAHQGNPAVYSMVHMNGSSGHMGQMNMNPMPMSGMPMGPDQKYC
Active calls of the source: *. Some of the compounds tested. The share of hits here may be higher or lower than overall.

`O=C(c1ccc(N2CCN(C(=O)c3cccc(F)c3)CC2)cc1)c1cccc(F)c1` gave TWEAK Fn14 block 10, TLR9-MyD88 inh 3, TROY NFkB inh 27, SRC1 inh 5, LRH-1 inv ag 17, NOD2 RIPK2 PPI -4, ABHD5 PLIN5 PPI 0, Exocytosis inh -3, NCOA2 inhibitor 15, NR2F2 inh 10 and SRC3 inh -9.
`O=C(NCCCn1ccnc1)c1ccc(Cl)c(S(=O)(=O)N2CCOCC2)c1` gave TWEAK Fn14 block 10, TLR9-MyD88 inh 6, TROY NFkB inh -6, SRC1 inh 14, LRH-1 inv ag -4, NOD2 RIPK2 PPI 11, ABHD5 PLIN5 PPI 1, Exocytosis inh -7, NCOA2 inhibitor -6, NR2F2 inh -14 and SRC3 inh 15.
Screening COc1ccc(C=C(C#N)C(=O)c2ccccc2)cc1 returned TWEAK Fn14 block 4, TROY NFkB inh -7, LRH-1 inv ag 5, NOD2 RIPK2 PPI 1, ABHD5 PLIN5 PPI 7, Exocytosis inh -5, NCOA2 inhibitor 1 and NR2F2 inh -4.
`O=C1CSC(c2cccc([N+](=O)[O-])c2)N1CCc1ccccc1` (stereo unspecified) gave TWEAK Fn14 block 9, TLR9-MyD88 inh -12, TROY NFkB inh -2, SRC1 inh -10, LRH-1 inv ag 2, NOD2 RIPK2 PPI -12, ABHD5 PLIN5 PPI 4, Exocytosis inh -1, NCOA2 inhibitor 7, NR2F2 inh 12 and SRC3 inh -18.
Cc1ccc(NC(=O)c2ccc(C)c(NC3=NC4CS(=O)(=O)CC4S3)c2)cc1C (stereo unspecified) was read as TWEAK Fn14 block -17, TLR9-MyD88 inh -4, TROY NFkB inh -10, SRC1 inh -13, LRH-1 inv ag 3, NOD2 RIPK2 PPI -1, ABHD5 PLIN5 PPI -9, Exocytosis inh 6, NCOA2 inhibitor -12, NR2F2 inh 4 and SRC3 inh -12.
For CC(C)(C)NC(=O)CC(c1ccccc1)c1ccccc1O (stereo unspecified) the results were TWEAK Fn14 block 0, TLR9-MyD88 inh 1, TROY NFkB inh 5, SRC1 inh 3, LRH-1 inv ag 22, NOD2 RIPK2 PPI -8, ABHD5 PLIN5 PPI -4, Exocytosis inh 0, NCOA2 inhibitor -14, NR2F2 inh 17 and SRC3 inh 3.
`O=C(O)CN1C(=O)/C(=C\c2cc(Br)ccc2OCc2ccc(Cl)cc2)SC1=S` gave TWEAK Fn14 block -13, TLR9-MyD88 inh 4, TROY NFkB inh 13, SRC1 inh -4, LRH-1 inv ag -24, NOD2 RIPK2 PPI 15, ABHD5 PLIN5 PPI -2, Exocytosis inh -10, NCOA2 inhibitor -21, NR2F2 inh -3 and SRC3 inh 2.
`CCC(C(=O)NCc1ccc(OC)cc1)n1nc(C)n2c(cc3occc32)c1=O` (stereo unspecified) gave TWEAK Fn14 block 8, TLR9-MyD88 inh -6, TROY NFkB inh 4, SRC1 inh -6, LRH-1 inv ag 3, NOD2 RIPK2 PPI 1, ABHD5 PLIN5 PPI -3, Exocytosis inh 4, NCOA2 inhibitor -53, NR2F2 inh -3 and SRC3 inh -1.
For CCCNC(=O)COc1ccc(S(=O)(=O)Nc2ccc(C)cc2)cc1 the results were TWEAK Fn14 block 5, TLR9-MyD88 inh 3, TROY NFkB inh 23, SRC1 inh 14, LRH-1 inv ag 15, NOD2 RIPK2 PPI -5, ABHD5 PLIN5 PPI 3, Exocytosis inh -1, NCOA2 inhibitor -21, NR2F2 inh -6 and SRC3 inh -1.
Screening Cn1c(=O)n(Cc2ccc(Br)cc2)c2ccccc21 returned TWEAK Fn14 block 4, TLR9-MyD88 inh -7, TROY NFkB inh -3, SRC1 inh -3, LRH-1 inv ag 18, NOD2 RIPK2 PPI 5, ABHD5 PLIN5 PPI 4, Exocytosis inh 1, NCOA2 inhibitor 3, NR2F2 inh -2 and SRC3 inh 5.
Screening CCCS(=O)(=O)N1CCC(C(=O)NCCCN(CC)c2cccc(C)c2)CC1 returned TWEAK Fn14 block 9, TLR9-MyD88 inh 5, TROY NFkB inh 1, SRC1 inh -11, LRH-1 inv ag 14, NOD2 RIPK2 PPI 3, ABHD5 PLIN5 PPI -2, Exocytosis inh 1, NCOA2 inhibitor -2, NR2F2 inh 9 and SRC3 inh -2.
Screening CCN1CCCC1CNS(=O)(=O)c1ccc(Cl)c(C(F)(F)F)c1 (stereo unspecified) returned TWEAK Fn14 block -7, TLR9-MyD88 inh -2, TROY NFkB inh -2, SRC1 inh 6, LRH-1 inv ag -12, NOD2 RIPK2 PPI 7, ABHD5 PLIN5 PPI 1, Exocytosis inh -2, NCOA2 inhibitor 17, NR2F2 inh -2 and SRC3 inh 11.
For N#Cc1ccc(Oc2nc(C#N)cc(-c3ccccc3)n2)cc1 the results were TWEAK Fn14 block 39, TLR9-MyD88 inh 6, TROY NFkB inh 29, SRC1 inh -17, LRH-1 inv ag 14, NOD2 RIPK2 PPI -4, ABHD5 PLIN5 PPI 7, Exocytosis inh 2, NCOA2 inhibitor -9, NR2F2 inh 9 and SRC3 inh 6.
Cc1cc(C(=O)OCC(=O)NC2(C#N)CCCCC2)c(C)o1 was read as TWEAK Fn14 block 3, TLR9-MyD88 inh -5, TROY NFkB inh -20, SRC1 inh -8, LRH-1 inv ag 3, NOD2 RIPK2 PPI -1, ABHD5 PLIN5 PPI 8, Exocytosis inh -4, NCOA2 inhibitor -16, NR2F2 inh 4 and SRC3 inh 23.
For Cc1cc(C)cc(OCC(=O)OC/C(O)=C(\C#N)c2nc3ccccc3[nH]2)c1 the results were TWEAK Fn14 block 11, TLR9-MyD88 inh -1, TROY NFkB inh -36, SRC1 inh -12, LRH-1 inv ag -10, NOD2 RIPK2 PPI 1, ABHD5 PLIN5 PPI 1, Exocytosis inh -6, NCOA2 inhibitor -6, NR2F2 inh 9 and SRC3 inh -10.
Screening CC1CC(C)(C)CC2(C1)NC(=O)N(CC(=O)NCCc1c[nH]c3ccccc13)C2=O (stereo unspecified) returned TWEAK Fn14 block 8, TLR9-MyD88 inh 4, TROY NFkB inh 7, SRC1 inh -10, LRH-1 inv ag -1, NOD2 RIPK2 PPI -2, ABHD5 PLIN5 PPI 1, Exocytosis inh 0, NCOA2 inhibitor -3, NR2F2 inh 12 and SRC3 inh 2.
COc1cc(OC)cc(C(=O)NNC(=O)c2nn(C)c(=O)c3ccccc23)c1 was read as TWEAK Fn14 block -4, TLR9-MyD88 inh -8, TROY NFkB inh -7, SRC1 inh -1, LRH-1 inv ag 10, NOD2 RIPK2 PPI -8, ABHD5 PLIN5 PPI 2, Exocytosis inh -4, NCOA2 inhibitor -19, NR2F2 inh -12 and SRC3 inh 14.
Screening Clc1ccc2c(c1)C1CC2CCN1Cc1ccccc1 (stereo unspecified) returned TWEAK Fn14 block 16, TLR9-MyD88 inh -3, TROY NFkB inh -20, SRC1 inh -3, LRH-1 inv ag -7, NOD2 RIPK2 PPI -7, ABHD5 PLIN5 PPI -6, Exocytosis inh 1, NCOA2 inhibitor 4, NR2F2 inh 14 and SRC3 inh 17.
`O=C(c1[nH]c(C(F)(F)F)nc1-c1ccccc1)N1CCC(Cc2ccccc2)CC1` gave TWEAK Fn14 block 10, TROY NFkB inh 8, SRC1 inh -4, LRH-1 inv ag -26, NOD2 RIPK2 PPI -8, ABHD5 PLIN5 PPI 0, Exocytosis inh -1, NCOA2 inhibitor 6, NR2F2 inh 9 and SRC3 inh -13.
O=C(OCc1ccc(Br)cc1)c1cc([N+](=O)[O-])ccc1N1CCOCC1 was read as TWEAK Fn14 block 0, TLR9-MyD88 inh 3, TROY NFkB inh -23, SRC1 inh 4, LRH-1 inv ag 18, NOD2 RIPK2 PPI 6, ABHD5 PLIN5 PPI 1, Exocytosis inh 13, NCOA2 inhibitor 7, NR2F2 inh -22 and SRC3 inh 9.
Screening O=C(CN1CCOCC1)Nc1ccc(NC(=O)CN2CCOCC2)c(Cl)c1 returned TWEAK Fn14 block -28, TLR9-MyD88 inh 1, TROY NFkB inh -5, SRC1 inh -4, LRH-1 inv ag 3, NOD2 RIPK2 PPI -2, ABHD5 PLIN5 PPI 1, Exocytosis inh -5, NCOA2 inhibitor -1, NR2F2 inh 6 and SRC3 inh 8.
COc1ccc(NC(=O)CN(C)C(=O)c2ccccc2SCC(=O)N2CCCC2)cc1 was read as TWEAK Fn14 block -2, TLR9-MyD88 inh -4, TROY NFkB inh 3, SRC1 inh -10, LRH-1 inv ag -19, NOD2 RIPK2 PPI -3, ABHD5 PLIN5 PPI -1, Exocytosis inh -2, NCOA2 inhibitor -30, NR2F2 inh 6 and SRC3 inh -8.
For Cc1nc(SCc2nc3ccc(C(=O)c4ccccc4)cc3[nH]2)c2oc3ccccc3c2n1 the results were TWEAK Fn14 block -17, TLR9-MyD88 inh 9, TROY NFkB inh -25, SRC1 inh -46, LRH-1 inv ag 12, NOD2 RIPK2 PPI -12, ABHD5 PLIN5 PPI 3, Exocytosis inh -7, NCOA2 inhibitor -19, NR2F2 inh -15 and SRC3 inh -20.
For Cc1cc(=O)oc2cc(OC(C)C)ccc12 the results were TWEAK Fn14 block -13, TLR9-MyD88 inh 5, TROY NFkB inh -25, SRC1 inh -7, LRH-1 inv ag 3, NOD2 RIPK2 PPI 0, ABHD5 PLIN5 PPI -1, Exocytosis inh 18, NCOA2 inhibitor -8, NR2F2 inh -6 and SRC3 inh 2.
`COc1cc(/C=C(\C#N)C(=O)c2ccc(O)c(O)c2)cc(I)c1O` gave TWEAK Fn14 block 21, TLR9-MyD88 inh 7, TROY NFkB inh 14, SRC1 inh 4, LRH-1 inv ag 7, NOD2 RIPK2 PPI 4, ABHD5 PLIN5 PPI 16, Exocytosis inh 4, NCOA2 inhibitor -10, NR2F2 inh -1 and SRC3 inh 7.

A draw from above in order of heavy-atom count, rising:
O=C(OCc1ccc(Br)cc1)c1cc([N+](=O)[O-])ccc1N1CCOCC1 was read as TWEAK Fn14 block 0, TLR9-MyD88 inh 3, TROY NFkB inh -23, SRC1 inh 4, LRH-1 inv ag 18, NOD2 RIPK2 PPI 6, ABHD5 PLIN5 PPI 1, Exocytosis inh 13, NCOA2 inhibitor 7, NR2F2 inh -22 and SRC3 inh 9.
Screening O=C(CN1CCOCC1)Nc1ccc(NC(=O)CN2CCOCC2)c(Cl)c1 returned TWEAK Fn14 block -28, TLR9-MyD88 inh 1, TROY NFkB inh -5, SRC1 inh -4, LRH-1 inv ag 3, NOD2 RIPK2 PPI -2, ABHD5 PLIN5 PPI 1, Exocytosis inh -5, NCOA2 inhibitor -1, NR2F2 inh 6 and SRC3 inh 8.
For Cc1nc(SCc2nc3ccc(C(=O)c4ccccc4)cc3[nH]2)c2oc3ccccc3c2n1 the results were TWEAK Fn14 block -17, TLR9-MyD88 inh 9, TROY NFkB inh -25, SRC1 inh -46, LRH-1 inv ag 12, NOD2 RIPK2 PPI -12, ABHD5 PLIN5 PPI 3, Exocytosis inh -7, NCOA2 inhibitor -19, NR2F2 inh -15 and SRC3 inh -20.
